Compound activity deposited in PubChem BioAssay by National Center for Advancing Translational Sciences (NCATS).
SNCA viab count: cell viability loss counter-screen. hit rate 0.12% among 150,000. HEK-293-SNCA-luc viability, GF-AFC fluorescence, 24 h. AID 1671193. Potency, µM (highest dose often 57.1 µM), for inactives: at the highest dose activity change, negative = cytotoxicity, most hits filed as cytotoxic;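 also: potency is read from the fitted curve at half-maximal effect; 0% = DMSO-treated cells and -100% = medium-only wells without cells; nearly all actives have a fitted effect of over 30% in size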
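HEK-293-SNCA-luc cells (1500/well) plated 24 h, then exposed 24 h to a dilution series; GF-AFC added 30 min at 37C, fluorescence 405/540 nm; normalised to medium-only and DMSO wells, Hill fit.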
Luciferase inh: inhibitors of firefly (Photinus pyralis) luciferase; hit rate 2.5% among 76,000; purified P. pyralis luciferase, luminescence, biochemical; AID 1347043; Potency, µM (doses to about 115 µM), inactives show at the top dose activity change, negative = inhibition, hits mostly inhibitors; also: potency is read from the fitted curve at half-maximal effect; nearly all actives have a fitted effect of over 65% in size
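Luminescence read by CCD imaging after purified firefly luciferase (10nM final) was added to substrate buffer holding 10uM D-luciferin and 10uM ATP, pH 7.5, pre-dosed with compound.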
GPT2 inh: blocks human glutamate pyruvate transaminase 2 | Potency, µM (series often up to 57.7 µM), inactives show at the highest dose activity change, negative = inhibition, actives largely listed as inhibitors | Recombinant GPT2, coupled pyruvate oxidase/HRP Amplex Red fluorescence | hit rate 0.25% among 100,000 | Q8TD30; also: potency is read from the fitted curve at half-maximal effect; nearly all actives have a fitted effect of over 60% in size; many of its hits are not listed in these tables
Target sequence (Q8TD30 whole entry, looked up): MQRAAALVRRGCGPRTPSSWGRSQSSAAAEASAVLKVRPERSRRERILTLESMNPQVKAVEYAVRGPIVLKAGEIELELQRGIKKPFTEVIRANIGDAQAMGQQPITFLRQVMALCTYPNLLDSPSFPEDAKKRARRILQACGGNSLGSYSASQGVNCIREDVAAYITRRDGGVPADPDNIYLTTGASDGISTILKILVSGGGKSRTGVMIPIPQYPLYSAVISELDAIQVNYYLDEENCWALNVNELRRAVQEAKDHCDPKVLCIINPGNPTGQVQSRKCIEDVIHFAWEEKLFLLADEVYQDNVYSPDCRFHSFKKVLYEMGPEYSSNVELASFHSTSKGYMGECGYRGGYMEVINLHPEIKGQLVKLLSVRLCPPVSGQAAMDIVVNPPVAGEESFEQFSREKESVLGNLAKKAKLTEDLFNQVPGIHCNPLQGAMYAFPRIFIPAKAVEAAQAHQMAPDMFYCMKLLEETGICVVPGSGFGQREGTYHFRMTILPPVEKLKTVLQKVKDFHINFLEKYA
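Recombinant GPT2 (10ng/uL) with 250uM a-KG and 2mM L-alanine, 30 min at room temperature, in HEPES pH 7.5 buffer. Pyruvate detected by pyruvate oxidase/HRP/Amplex Red fluorescence after 30 min in the dark; AOA (50uM) as positive control.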
NIH3T3 tox: NIH 3T3 cell cytotoxicity. NIH 3T3 viability, CellTiter-Glo ATP luminescence, 48-72 h. Potency, µM (top dose mostly 96.7 µM), inactives show top-dose activity change, negative = cytotoxicity, hits mostly inhibitors. hit rate 4.3% among 94,000. AID 1345082; also: potency is read from the fitted curve at half-maximal effect; nearly all actives have a fitted effect of over 55% in size
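First NIH 3T3 cells are plated at 400 cells/well; next compound is pinned in; then plates incubate 48 or 72 hr at 37 °C; finally CellTiter-Glo is added and luminescence read after 10 min.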
IP6K1 inhibitor: IP6K1 kinase inhibition; activity change, % (series mostly up to about 58 µM); AID 1645851; hit rate 0.81% among 140,000; IP6K1 kinase, ADP-Glo luminescence, 2 h; hits give low values; Q92551; in the data active = activity change below about -25%
Target sequence (Q92551 whole entry, looked up): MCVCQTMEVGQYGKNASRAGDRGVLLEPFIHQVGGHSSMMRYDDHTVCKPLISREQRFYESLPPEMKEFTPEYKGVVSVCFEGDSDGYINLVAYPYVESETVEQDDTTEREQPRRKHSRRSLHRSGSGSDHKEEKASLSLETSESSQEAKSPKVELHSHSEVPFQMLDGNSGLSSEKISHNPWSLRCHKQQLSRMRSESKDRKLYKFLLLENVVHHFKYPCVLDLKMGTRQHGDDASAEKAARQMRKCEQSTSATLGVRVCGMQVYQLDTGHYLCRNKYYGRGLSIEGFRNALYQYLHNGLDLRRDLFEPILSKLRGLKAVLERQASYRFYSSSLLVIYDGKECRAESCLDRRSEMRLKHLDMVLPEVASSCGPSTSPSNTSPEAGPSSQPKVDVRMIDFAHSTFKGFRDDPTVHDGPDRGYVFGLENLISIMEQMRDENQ
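ADP-Glo luminescence measures ADP made by human IP6K1 during a 2 h RT reaction with ATP/IP6 (mix at 1.3 mM/130 uM); top library doses 57.5 and 19.1 uM final.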
SNCA expr inhib: SNCA gene expression inhibition | HEK-293 SNCA-luciferase knock-in, luminescence, 24 h | Potency, µM (top dose mostly 57.2 µM), without a hit: at the top dose activity change, negative = inhibition, hits mostly inhibitors | hit rate 0.17% among 140,000 | AID 1671194;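 also: potency is read from the fitted curve at half-maximal effect; plate controls were DMSO cells for no effect and cell-free wells for full effect; nearly all actives have a fitted effect of over 45% in size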
HEK cytotox: cytotoxic compounds in HEK 293 cells. HEK 293 viability, ATP luminescence (CellTiter-Glo), 48-72 h. Potency, µM (top dose mostly 115 µM), for the others: at the highest dose activity change, negative = cytotoxicity, hits mostly inhibitors. hit rate 6.6% among 94,000. AID 1345083; also: potency is read from the fitted curve at half-maximal effect; nearly all actives have a fitted effect of over 60% in size
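CellTiter-Glo luminescence (cellular ATP) was read after 48 or 72 hr of compound exposure at 37 degree Celsius. Cells were HEK 293 plated at 250 cells/well.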
* = called active by the depositor; i = inactive; u = inconclusive; x = no result given; [ ] = dose if it differs, or a comment. Unless noted, calls follow the shape of the dose curve; as a rule, active = well fitted curve in the direction sought with a large enough effect; inconclusive = small, poorly fitted or top-dose-only effect, or another doubt; inactive = no such curve, though single readings can be large; an effect the other way counts as inactive or inconclusive. Unless noted, % is scaled to controls: 0 for no effect and ±100 for the full control effect. Not all compounds are listed; count on the stated rates, not on these rows.

SMILES	SNCA viab count	Luciferase inh	GPT2 inh	NIH3T3 tox	IP6K1 inhibitor	SNCA expr inhib	HEK cytotox
CC1(C)[C@H]2C[C@H](C/C=C\CCCC(=O)O)[C@@H](NC(=O)c3csc4ccc(O)cc34)[C@@H]1C2	-32.1%	x	3.8%	x	9.2	x	x
COc1ccc(NC(=O)c2ccc3c(c2)NC(C)(COc2ccccc2)CO3)cn1 (stereo not given)	-17.1%[87.6 µM]	-9.6%[172 µM]	-17.1%[88.5 µM]	u	1.0	u	u
O=C1CC(c2ccccc2)N(Cc2ccncc2)CCCN(S(=O)(=O)c2cccs2)CCN1 (stereo not given)	-4.3%	0.4%	-11.6%	u	27.4	11.0%	u
CC(C)[C@@H]1CN(C(=O)c2cccc(Cn3cccn3)c2)C[C@H]1NC(=O)N(C)C	-14.4%	-5.4%	u	-19.2%	-11.0	u	-10.0%
COc1cccc(C(=O)NC2CCN(c3cc(C(F)(F)F)nc(C)n3)CC2)c1OC	-22.1%	0.4%	0.2%	u	-5.8	-18.9%	u
Cc1noc([C@@H]2CN(C(=O)c3ccc4c(c3)OCO4)C[C@H]2CO)n1	-1.4%	5.2%	i	-0.6%	2.2	-0.4%	i
O=C(c1ccco1)N1CCC(c2n[nH]c(=O)n2Cc2ccc(F)cc2)CC1	4.7%	-2.1%	-6.4%	-16.2%	2.8	-22.1%	-1.3%
Cc1nc2c(c(-c3ccc(Cl)cc3)n1)CCN(C(=O)C1CC1)CC2	2.0%	2.2%	i	-14.1%	-10.4	20.5%	-11.9%
CC[C@]1(O)C[C@H]2CN(CCc3c([nH]c4ccccc34)[C@@](C(=O)OC)(c3cc4c(cc3OC)N(C=O)[C@H]3[C@@](O)(C(=O)OC)[C@H](OC(C)=O)[C@]5(CC)C=CCN6CC[C@]43[C@@H]65)C2)C1	-39.2%[23.9 µM]	x	4.5%	x	-6.0	-63.7%[25.6 µM]	x
COC(=O)[C@@H]1Cc2ncn(Cc3ccccc3)c2CN1S(=O)(=O)c1cccc(C(F)(F)F)c1	-22.5%	-10.9%	u	u	17.6	-16.7%	u
COc1cccc(C(=O)N2CCC(N3C[C@H](O)C[C@H]3C(=O)Nc3ccc4c(c3)OCCO4)CC2)c1	-2.6%	0.0%	-2.8%	-14.7%	32.3	56.8%[activator]	-13.5%
CC(=O)N1Cc2ccccc2CC2(CCCCN2Cc2ccccc2)C1 (stereo not given)	-13.6%	x	i	-3.5%	-7.1	-14.8%	u
COc1ccc(F)c(CN2CCCC3(CCN(C(=O)c4ccsc4)C3)C2)c1 (stereo not given)	18.8%	0.0%	-16.2%	-27.6%	2.3	36.2%[activator]	-24.8%
COc1ccc(CN2CCN(c3ccccc3)CC2C)c(OC)c1OC (stereo not given)	-21.0%	1.0%	3.2%	u	-6.3	-13.8%	u
CSCCC(NS(=O)(=O)c1ccc2c(c1)oc(=O)n2C)C(=O)Nc1ccc(Cl)cc1 (stereo not given)	-19.3%	x	x	x	9.6	0.5%	x
CCn1cc(Cl)c(C(=O)N2CCCn3cc(-c4ccccc4)nc32)n1	13.4%	u	-10.5%	-11.8%	3.6	62.8%[activator]	u
CN1CC2(CCN(C(=O)CCCc3ccccc3)CC2)CC1C(=O)N1CCOCC1 (stereo not given)	-1.1%	-8.2%	-9.8%	-2.1%	-6.0	42.7%[activator]	u
COc1cccc(N2CC3(CN(CCOc4ccccc4)C(=O)O3)C2)c1	10.6%[87.6 µM]	2.7%[172 µM]	2.9%[88.5 µM]	u	1.5	-4.8%[87.6 µM]	u
Cc1ccc(F)cc1S(=O)(=O)N1CCn2c(n[nH]c2=O)C1	-4.0%	2.1%	4.5%	i	-8.4	32.3%[activator]	-0.7%
Cc1nc(N2CCC(C(=O)NCC3CCCCC3)CC2)cc(C(F)(F)F)n1	1.6%	11.8%	i	-29.7%	0.0	2.8%	-12.8%
O=C(CCOc1ccccc1)N(Cc1cccnc1)c1nc2ccc(F)cc2s1	-26.0%	x	x	x	-11.3	59.8%[activator]	x
COc1ccc(CCNC(=O)c2cc(-c3ccc(OC)cc3)nc3c2cnn3C)cc1	-3.9%	x	i	u	6.8	-19.6%	u
Cn1c(=O)c2cc(C(=O)N3CCN(c4ccc(Cl)cc4)CC3)sc2c2ccccc21	-13.6%	x	x	x	-15.2	-18.2%	x
O=C(NCC1CCCCC1)c1nc2sccn2c1-c1cccnc1	-12.4%	x	i	u	20.8	0.7%	-29.6%
O=c1cc(CSc2n[nH]c(-c3ccccc3)n2)[nH]c2ccccc12	7.7%	x	x	x	0.1	u	x
Cc1c(C(=O)Nc2ccc(Br)cc2F)oc2ccc(S(=O)(=O)N3CCC4(CC3)OCCO4)cc12	8.1%	x	x	x	11.8	-5.2%	x
O=S(=O)(c1ccccc1Cl)N1CCC(c2noc(COCc3ccccc3)n2)CC1	7.8%	x	-8.9%	u	-11.1	-13.1%	u
Cc1nn2c(C)c(C(=O)N3CCN(c4ccc(Cl)cc4)CC3)cnc2c1-c1ccc(F)cc1	-15.3%	x	x	x	-6.9	-18.4%	x
Cn1cncc1C(=O)N1C[C@@H](COCC2CC2)[C@H](c2ccccn2)C1	-2.0%	-9.4%	4.0%	-2.5%	-3.8	5.4%	i
Cc1cc(C)c(NC(=O)CN2C(=O)NC3(CCCCC3)C2=O)c(C)c1	1.4%	2.9%	-2.7%	2.0%	17.5	-16.8%	6.1%
CC(C)(C)OC(=O)N1CC(NCc2ccc(-c3ccc(OC(F)(F)F)cc3)cc2)C1	u	x	-25.8%	u	7.7	u	u
Cn1nc(C2CCN(C(=O)c3ccc[nH]3)CC2)n(Cc2ccccc2)c1=O	5.7%	11.9%	2.3%[11.5 µM]	u	17.9	-6.4%	1.2%
COc1ccc(-c2cc(C(=O)NCc3cccc(Cl)c3)c3cnn(C)c3n2)cc1	-14.5%	x	-11.6%	u	11.1	-3.9%	-24.6%
COc1ccc(-c2nnc(SCC(=O)Nc3cccc(Cl)c3C)nc2-c2ccc(OC)cc2)cc1	-2.5%	x	x	x	28.7	4.1%	x
COc1ccc(NC(=O)NC[C@H]2O[C@@H](CO)[C@@H](O)C2N2CCN(c3ccccc3)CC2)cc1 (stereo not given in full)	-2.9%	2.1%	-4.8%	i	-6.0	33.4%[activator]	4.0%
Cc1ccc(CNS(=O)(=O)c2ccc3[nH]c4c(c3c2)CCCCC4)cc1	0.1%	x	x	x	18.0	-26.7%	x
O=C(NC1CCCC1)c1ccc2nnc(-c3cncc(Cl)c3)n2c1	-5.0%	x	2.2%	0.3%	9.6	6.8%	1.1%
CCC(CC)C(=O)NC1CCN(c2cnn(Cc3ccccc3)c(=O)c2)CC1	-3.3%	2.1%	2.9%	-18.2%	7.5	10.2%	-14.3%
COc1ccc([C@H]2OC[C@H]3O[C@@H](O[C@H]4[C@@H]2NC[C@@H]4O)[C@H](O)[C@H]3O)cc1	u	x	5.0%[27.3 µM]	x	1.3	x	x
COc1cccc2cc(-c3nc(-c4cccs4)no3)c(=O)oc12	0.9%	x	x	x	6.4	66.4%[activator]	x
Cc1ccc(C)c(N2CCN(c3cc(C)nc4c(-c5ccc(Cl)cc5)c(C)nn34)CC2)c1	u	x	x	x	21.6	-9.4%	x
CCNc1nc2c(s1)C(c1cccnc1)CC(=O)N2 (stereo not given)	-1.9%	-1.1%	u	4.3%	-46.1*	22.5%	i
O=C(Nc1ccccc1)C1CCN(C(=O)c2ncn3c2COC(c2ccccc2)C3)CC1 (stereo not given)	-5.5%	2µM*	i	i	8.2	62.7%[activator]	-29.7%
NCc1cccc(-c2ccccn2)c1	-15.8%[87.6 µM]	x	-5.9%[88.5 µM]	i	-0.8	52.8%[activator][87.6 µM]	i
COC(=O)CNC(c1ccccc1)c1cc(Br)ccc1NC(=O)c1cc(OC)c(OC)c(OC)c1 (stereo not given)	0.4%	x	x	x	18.9	32.6%[activator]	x
O=C1NC(=O)[C@@H]2CN(C(=O)c3coc(COc4ccc5c(c4)OCO5)n3)C[C@H]12	5.0%	-9.1%	0.2%	-0.3%	-1.7	-12.5%	-1.5%
COc1ccc(CCCN2CCC(COC(c3ccccc3)c3ccccc3)CC2)cc1	-20.8%	x	1.6%	x	-6.6	x	x
Cc1ccc(C(=O)N2CCCC2C(=O)N2CCC(N3CCCC3=O)CC2)cc1 (stereo not given)	2.5%	x	i	-19.6%	17.3	-1.6%	-3.0%
O=C(CSc1nc2ccccc2n1CC(=O)Nc1ccc(F)cc1F)Nc1ccc(F)cc1	-15.1%	x	x	x	-3.7	22.7%	x
COc1cc(CNCc2ccccc2C)ccc1OCC(O)CN1CCOCC1 (stereo not given)	u	0.0%	i	-21.2%	1.4	23.5%	-18.0%

Part of the list above, in CSV form.
structure,SNCA viab count,Luciferase inh,GPT2 inh,NIH3T3 tox,IP6K1 inhibitor,SNCA expr inhib,HEK cytotox
CC1(C)[C@H]2C[C@H](C/C=C\CCCC(=O)O)[C@@H](NC(=O)c3csc4ccc(O)cc34)[C@@H]1C2,-32.1%,x,3.8%,x,9.2,x,x
COc1ccc(NC(=O)c2ccc3c(c2)NC(C)(COc2ccccc2)CO3)cn1 (stereo not given),-17.1%[87.6 µM],-9.6%[172 µM],-17.1%[88.5 µM],u,1.0,u,u
O=C1CC(c2ccccc2)N(Cc2ccncc2)CCCN(S(=O)(=O)c2cccs2)CCN1 (stereo not given),-4.3%,0.4%,-11.6%,u,27.4,11.0%,u
CC(C)[C@@H]1CN(C(=O)c2cccc(Cn3cccn3)c2)C[C@H]1NC(=O)N(C)C,-14.4%,-5.4%,u,-19.2%,-11.0,u,-10.0%
COc1cccc(C(=O)NC2CCN(c3cc(C(F)(F)F)nc(C)n3)CC2)c1OC,-22.1%,0.4%,0.2%,u,-5.8,-18.9%,u
Cc1noc([C@@H]2CN(C(=O)c3ccc4c(c3)OCO4)C[C@H]2CO)n1,-1.4%,5.2%,i,-0.6%,2.2,-0.4%,i
O=C(c1ccco1)N1CCC(c2n[nH]c(=O)n2Cc2ccc(F)cc2)CC1,4.7%,-2.1%,-6.4%,-16.2%,2.8,-22.1%,-1.3%
Cc1nc2c(c(-c3ccc(Cl)cc3)n1)CCN(C(=O)C1CC1)CC2,2.0%,2.2%,i,-14.1%,-10.4,20.5%,-11.9%
CC[C@]1(O)C[C@H]2CN(CCc3c([nH]c4ccccc34)[C@@](C(=O)OC)(c3cc4c(cc3OC)N(C=O)[C@H]3[C@@](O)(C(=O)OC)[C@H](OC(C)=O)[C@]5(CC)C=CCN6CC[C@]43[C@@H]65)C2)C1,-39.2%[23.9 µM],x,4.5%,x,-6.0,-63.7%[25.6 µM],x
COC(=O)[C@@H]1Cc2ncn(Cc3ccccc3)c2CN1S(=O)(=O)c1cccc(C(F)(F)F)c1,-22.5%,-10.9%,u,u,17.6,-16.7%,u
